Assay outcomes (PubChem BioAssay)
JMJD2A Tudor: qHTS Assay for Inhibitors of JMJD2A-Tudor Domain | Lysine-specific demethylase 4A (Homo sapiens), O75164 | AlphaScreen JMJD2A-Tudor / H3K4me3 peptide binding | Potency, µM (top dose mostly 114 µM), inactives show at the highest dose activity change, negative = inhibition, actives largely listed as inhibitors | hit rate 4.4% among 390,000 | AID 504339, 2011; note: % is set by controls: 0 for no effect and ±100 for the full control effect; nearly all actives have a fitted effect of over 50% in size
ERG Ets-DNA blk: qHTS for Small Molecule Inhibitors of the ERG Ets/DNA interaction; Transcriptional regulator ERG (Homo sapiens), P11308; fluorescence polarization, His-ERG Ets domain / labelled DNA; Potency, µM (highest dose often 76.9 µM), without a hit: top-dose FP activity, negative = inhibition, usual class: inhibitors; hit rate 0.028% among 370,000; AID 624246, 2012; active = well fitted inhibition curve with a large enough effect in the polarisation, with a control signal flat; inconclusive = small, poorly fitted or top-dose-only effect, or effect the other way, or a change in a side signal; inactive = no such curve, though single readings can be large or run the other way; the % refers to the polarisation;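 note: polarization taken with two DNA probes labelled with fluorescein and Texas red; % of control where 0% means no effect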
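His-tagged ERG Ets domain (1 uM in the protein solution; 300mM KCl, 50mM Tris-HCl, 1mM EDTA, 1mM DTT, pH 7.5) received compound, then a probe mix of 5 nM fluorescein-DNA and 100nM Texas-615-DNA. Fluorescence polarization was read for both dyes.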
TrxR1 inh: qHTS Assay for Inhibitors of Mammalian Selenoprotein Thioredoxin Reductase 1 (TrxR1): qHTS; recombinant rTrxR1, NADPH fluorescence consumption, selenite substrate; Thioredoxin reductase 1, cytoplasmic (Rattus norvegicus), O89049; Potency, µM (highest dose often 114 µM), inactives show at the highest dose activity change, negative = inhibition, usual class: inhibitors; hit rate 1% among 390,000; note: % is set by controls: 0 for no effect and ±100 for the full control effect; nearly all actives have a fitted effect of over 65% in size
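Rat TrxR1 (90 nM in the dispensed reagent) was pre-reduced with 400 uM NADPH for 5 min at room temperature, then incubated with compound for 15 min. After 400 uM selenite was added, NADPH fluorescence (Ex 340/Em 450 nm) was followed for 8 min.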
Tb PGK inh: qHTS Assay to Find Inhibitors of Phosphoglycerate Kinase; AID 602233, 2012; hit rate 0.043% among 380,000; Potency, µM (doses to about 57.5 µM), inactives show top-dose activity change, negative = inhibition, most hits filed as inhibitors; Phosphoglycerate kinase, glycosomal (Trypanosoma brucei brucei), P07378; PGK/GAPDH coupled, Kinase-Glo luminescence, 60 min; note: % is set by controls: 0 for no effect and ±100 for the full control effect; nearly all actives have a fitted effect of over 60% in size
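Luminescent ATP detection (Kinase-Glo Plus) follows a 60-minute room-temperature incubation, with wells lacking PGK as controls. Buffer: 100 mM TEA (pH 7.6), 5 mM MgCl2, 0.01% Tween-20. Coupling enzyme GAPDH (100 nM final) supplies unstable 1,3-BPG in-well.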
ALOX12 inh: Primary qHTS assay for inhibitors of human arachidonate 12S-lipoxygenase (ALOX12): Round 2; Polyunsaturated fatty acid lipoxygenase ALOX12 (Homo sapiens), P18054; purified 12hLO, xylenol orange hydroperoxide absorbance; Potency, µM (series often up to 108 µM), without a hit: at the top dose activity change, negative = inhibition, most hits filed as inhibitors; hit rate 1.1% among 580,000; AID 1671190, 2021; note: % is set by controls: 0 for no effect and ±100 for the full control effect
Target sequence (P18054 whole entry, looked up): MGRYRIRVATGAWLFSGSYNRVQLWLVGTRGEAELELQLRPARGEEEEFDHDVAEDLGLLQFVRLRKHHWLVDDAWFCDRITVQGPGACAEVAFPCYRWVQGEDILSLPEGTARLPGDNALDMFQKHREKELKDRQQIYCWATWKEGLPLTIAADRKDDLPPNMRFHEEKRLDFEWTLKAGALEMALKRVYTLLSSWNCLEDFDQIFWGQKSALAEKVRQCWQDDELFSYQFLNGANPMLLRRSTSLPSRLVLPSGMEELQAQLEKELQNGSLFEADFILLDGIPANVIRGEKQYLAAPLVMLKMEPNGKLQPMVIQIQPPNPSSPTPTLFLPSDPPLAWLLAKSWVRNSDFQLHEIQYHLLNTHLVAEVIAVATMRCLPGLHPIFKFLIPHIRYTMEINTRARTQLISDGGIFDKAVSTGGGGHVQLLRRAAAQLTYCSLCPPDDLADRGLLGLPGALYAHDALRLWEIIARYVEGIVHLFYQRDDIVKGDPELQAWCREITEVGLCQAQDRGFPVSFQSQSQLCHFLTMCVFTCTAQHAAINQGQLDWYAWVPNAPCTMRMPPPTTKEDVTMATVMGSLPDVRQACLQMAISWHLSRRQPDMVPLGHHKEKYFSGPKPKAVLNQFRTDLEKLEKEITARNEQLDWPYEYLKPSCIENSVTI
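Purified human 12hLO at 150 nM in 25 mM Hepes, 0.01% Triton X-100, pH 7.0, preincubated 15 min at room temperature with compound. Reaction started with 40 uM arachidonic acid, 30 min at room temperature. Hydroperoxide measured by Fe-xylenol orange, 573/405 nm absorbance ratio.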
GLS inh: qHTS for Inhibitors of Glutaminase (GLS). Glutaminase kidney isoform, mitochondrial (Homo sapiens), O94925. GLS enzymatic activity, qHTS titration. Potency, µM (titrated, usually from 45.5 µM), inactives show top-dose activity change, negative = inhibition, usual class: inhibitors. hit rate 0.21% among 410,000; note: % is set by controls: 0 for no effect and ±100 for the full control effect
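Coupled fluorescence readout: glutamate oxidase/HRP/Amplex Red detect glutamate formed by hKGA from L-glutamine (1 mM solution added). Buffer 45 mM KH2PO4 pH 8.2, 0.02% Tween-20; reads at t0 and 30 min RT.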
RGS4 inhibitor: Inhibitors of Regulator of G Protein Signaling (RGS) 4: qHTS; Regulator of G-protein signaling 4 (Homo sapiens), P49798; Transcreener GDP fluorescence polarization, RGS4-accelerated GTP hydrolysis; Potency, µM (series often up to 114 µM), for inactives: top-dose activity change, negative = inhibition, most hits filed as inhibitors; hit rate 0.039% among 390,000; AID 504845, 2011; note: % is set by controls: 0 for no effect and ±100 for the full control effect; nearly all actives have a fitted effect of over 75% in size; some results filed as inactive show a strong effect at the top dose
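MLSMR compounds (23 nl, pin-transferred) preincubated 10 min at room temperature with a 500nM (2x) first reagent, then RGS4 at 900nM (2x) plus Transcreener GDP mix added; fluorescence polarization (620/688 nm) read before and after 90 min at 30 °C.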
HP1b chromo inh: HTS for Inhibitors of HP1-beta Chromodomain Interactions with Methylated Histone Tails. Potency, µM (doses to about 114 µM), for inactives: at the top dose activity change, negative = inhibition, usual class: inhibitors. AlphaScreen HP1-beta / biotin-H3K9me3 peptide binding. Chromobox protein homolog 1 (Homo sapiens), P83916. hit rate 0.56% among 390,000; note: nearly all actives have a fitted effect of over 70% in size; inactives centre near 23
Target sequence (P83916 whole entry, looked up): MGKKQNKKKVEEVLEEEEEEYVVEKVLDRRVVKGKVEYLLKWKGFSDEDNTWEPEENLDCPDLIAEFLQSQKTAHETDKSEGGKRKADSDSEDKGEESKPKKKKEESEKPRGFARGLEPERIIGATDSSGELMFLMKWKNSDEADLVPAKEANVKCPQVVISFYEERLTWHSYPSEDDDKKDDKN
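Compound inhibition of the preformed complex between 50 nM HP1-beta and 50 nM biotinylated H3K9me3 peptide was read by AlphaScreen. Buffer was PBS pH 7.4 with 0.01% Tween-20. Incubations ran 30 min at room temperature, with 10 ug/mL donor/acceptor beads.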
Pin1 inhibitor: qHTS Assay to Find Inhibitors of Pin1; Peptidyl-prolyl cis-trans isomerase NIMA-interacting 1 (Homo sapiens), Q13526; Pin1 FP peptide displacement, HiFluor488, 10 min; hit rate 0.009% among 390,000; Potency, µM (titrated, usually from 115 µM), without a hit: at the top dose activity, negative = inhibition, hits mostly inhibitors; active = well fitted inhibition curve with a large enough effect in the polarisation, with a control signal flat, not every such curve was filed as active; inconclusive = small, poorly fitted or top-dose-only effect, or effect the other way, or a change in a side signal; inactive = no such curve, though single readings can be large or run the other way; the % refers to the polarisation; note: % is set by controls: 0 for no effect and ±100 for the full control effect
Target sequence (Q13526 whole entry, looked up): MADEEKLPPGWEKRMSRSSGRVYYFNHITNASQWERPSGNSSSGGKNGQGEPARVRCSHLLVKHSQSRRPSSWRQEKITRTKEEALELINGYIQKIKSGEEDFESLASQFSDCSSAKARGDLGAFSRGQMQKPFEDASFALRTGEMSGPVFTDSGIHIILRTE
* marks the source's active call; other numbers are inactive results; i = inactive; ? = inconclusive; · = no result given; [ ] = dose if it differs, or a comment. Unless noted, calls come from the whole dose curve; as a rule, active = well fitted curve in the direction sought with a large enough effect; inconclusive = small, poorly fitted or top-dose-only effect, or another doubt; inactive = no such curve, though single readings can be large; an effect the other way counts as inactive or inconclusive. Potency is the fitted concentration of half-maximal effect. These rows are one share of the data, so the mix of outcomes need not match the whole.

JMJD2A Tudor | ERG Ets-DNA blk | TrxR1 inh | Tb PGK inh | ALOX12 inh | GLS inh | RGS4 inhibitor | HP1b chromo inh | Pin1 inhibitor | SMILES
? | -12% | -2% | i | ? | 21% | 16% | -18% | -2% | COc1ccc(C2C(C(=O)c3ccco3)=C(O)C(=O)N2CC2CCCO2)c(OC)c1 (configuration not stated)
-18% | 6% | 23% | -6% | 0% | 2% | -6% | 33% | -4% | COc1cccc(CN2CCC(n3nccc3NC(=O)CCCc3ccccc3)CC2)c1
11% | 11% | 5% | -6% | 31%[activator] | -5% | 3% | 39%[activator] | -3% | CN(C)S(=O)(=O)c1cccc(N=C2SCCN2Cc2ccccc2)c1
-23% | -11% | 1% | 3% | -2% | -6% | -17% | 35% | -3% | CC(C)(C)c1cc(CCC(=O)NCc2cccnc2)cc(C(C)(C)C)c1O
-27% | 1% | 26% | -9% | -8% | 10% | -11%[56.9 µM] | 42%[activator] | -11% | COc1cccc(NS(=O)(=O)NC(=O)c2cn(C)c3ccccc23)c1
-16% | 14% | 23% | 0% | -3% | -9% | -21% | 18% | 10% | COc1ccc(S(=O)(=O)N(C)C)cc1NC(=O)CCCSc1ccccc1
-6% | -4% | 2%[57.1 µM] | 11% | -7% | 15% | 25% | -5% | 6% | Cc1ccc(C(=O)COC(=O)CNC(=O)c2ccc(N3C(=O)c4ccccc4C3=O)cc2)cc1C
-10% | 1% | 17% | -1% | -20% | -14% | -4% | 9% | 0% | COc1cc2c(cc1NC(=O)COc1ccc(Cl)cc1)oc1ccccc12
-10% | -6% | 6%[57.1 µM] | i | 23% | -11% | -44% | 35% | 0% | COc1cccc(C(=O)Nc2ccc3[nH]ncc3c2)c1OC
7% | 0% | 20% | i | -14% | -5% | 0% | 42%[activator] | -7% | COc1ccc(CNC(=O)C2CCC(CNS(=O)(=O)c3cccc4cccnc34)CC2)cc1 (configuration not stated)
-8% | · | 19% | -6% | 2% | 0% | 16% | 23% | -17% | COc1ccc(-c2nnc(SCC(=O)Nc3ccc(C)cc3)n2C)cc1
-16% | -10% | -4%[57.1 µM] | i | 4% | 10% | 6% | 14% | -5% | COc1cc(-c2nnc(SCC(=O)Nc3cc(C)on3)n2C)cc(OC)c1O
56µM* | 21% | 5% | -7% | -13% | -4% | ? | 33% | -10% | O=C(NCCCCc1ccccc1)c1cccc(NC(=O)C2CC2)c1
47%[activator] | 1% | 38%[2.29 µM] | -1% | 0% | -1% | 3% | 79%[activator] | 7% | O=S(=O)(c1ccc2ccccc2c1)N1CCc2ccccc21
1% | · | 29% | i | -31% | ? | -17% | 26% | -1% | Cn1nc(-c2ccccc2)c(C(=O)Nc2ccc(C(F)(F)F)cc2)c1Cl
-20% | -10% | 4% | -6% | ? | -24% | -6% | -8% | -1% | Cc1nn(-c2ccccc2)c(N2CCCC2)c1/C=N/NC(=S)Nc1ccc(F)cc1
-17%[11.4 µM] | 0% | 16%[57.1 µM] | -10% | 4% | 11% | 18% | 24% | -2% | CC(NS(=O)(=O)c1ccc(Br)cc1)C(=O)NCc1ccc2c(c1)OCO2 (configuration not stated)
? | -9% | -16% | -1% | ? | 2% | 1% | 27% | -14% | COCCCN1C(=O)C(=O)/C(=C(/O)c2ccc(OC(C)C)cc2)C1c1cccnc1 (configuration not stated)
-8% | 7% | -4%[57.1 µM] | -2% | 0% | -4% | -18% | 49%[activator] | 8% | O=C(COc1cc(Cl)c(Cl)cc1Cl)Nc1cccc(O)c1
-5% | 1% | -12% | -3% | 30% | -4% | 20% | 29% | 3% | COc1ccc(C(CNC(=O)COc2ccccc2OC)N(C)C)cc1OC (configuration not stated)
-10% | -10% | 2% | 8% | 1% | 11% | -2% | 29% | 0% | CC(C)(C)OC(=O)N1CCCC(C(=O)Nc2cccc(C(=O)NCCc3ccccc3)c2)C1 (configuration not stated)
-16% | 2% | -7% | -8% | -19% | 18% | -27% | 25% | 0% | Cn1c(=O)n(C)c2cc(N3CCOCC3)c(NS(=O)(=O)c3ccc(Br)cc3)cc21
? | 1% | 33%[activator] | 0% | -30% | 3% | -17% | -4% | 1% | COc1ccc(OC)c(-c2noc(N3CCN(c4ccc(Cl)cc4)CC3)n2)c1
1% | 7% | -4% | -9% | -25% | · | 7% | 14% | -2% | Cn1c(SCC(=O)C(C)(C)C)nnc1-c1ccccn1
7% | -1% | 13% | -5% | 3% | 1% | -20% | 19% | -3% | O=C(CNC(=O)c1ccc(Cl)cc1Cl)OCC(=O)N1CCCC1
-12% | 3% | 1%[57.1 µM] | 1% | -10% | 0% | 5% | 14% | 3% | CCSc1nnc(NC(=O)c2ccc3c(c2)OCO3)s1
? | 1% | -2% | 5% | -5% | 5% | 10% | -16% | 16% | Cc1cccc(Nc2nc(NCc3ccco3)nc(N3CCOCC3)n2)c1
3% | · | 3% | i | 9% | 1% | -34% | 26% | -1% | Cc1ccc(C)c(NC(=O)COC(=O)c2ccc(S(=O)(=O)N3CCCCC3)cc2)c1
-28% | 2% | -15% | -8% | 7% | -2% | -33% | 6% | 9% | CC(/C=N/NC(=O)c1nnn(-c2nonc2N)c1C(C)C)=C\c1ccco1
-10% | 0% | 16% | -8% | 2% | -4% | -12% | 20% | 13% | Cc1ccc2nc(NCc3ccccc3Cl)c3nnnn3c2c1
1% | 5% | 20% | i | -28% | 5% | -11% | 34%[activator] | -4% | COc1ccc(C(=O)N(C(C)C)C(C)C)c(OC)c1
-3% | 8% | -4% | 4% | ? | 5% | -14% | 25% | -14% | CC(C)(CNC(=O)c1cccc(NS(=O)(=O)c2ccc(Br)cc2)c1)N1CCOCC1
-12% | · | 16% | -8% | -22% | 4% | -46% | -20% | -1% | CC1CCc2c(sc3nn[nH]c(=O)c23)C1 (configuration not stated)
-14% | 2% | 4% | -9% | ? | 21% | 7% | 17% | -9% | O=C(O)c1cc(-c2ccc(N3CCOCC3)cc2)nn1-c1ccc(F)cc1F
-20% | -4% | -9%[57.1 µM] | -4% | 0% | -3% | 6% | 7% | 0% | COc1ccc(NC(=O)C2CCN(S(=O)(=O)c3ccc(C)cc3)CC2)cc1OC
-14% | -2% | 16%[57.1 µM] | -2% | 248%[activator] | -3% | 3% | 38%[activator] | 4% | Cc1ccc(CC2C(=O)N(c3nc(C)cc(C)n3)C(=O)C2C)cc1 (configuration not stated)
-18% | 4% | 6%[57.1 µM] | i | 16% | 29% | -10% | 27% | -4% | O=C(CSc1nc2ccccc2o1)NCc1ccc2c(c1)OCO2
-16% | 1% | 23% | 10% | -32% | 8% | -19% | 20% | 32%[activator] | Cc1ccccc1CN1C(=O)c2ccccc2S(=O)c2ccc(C(=O)NCc3ccco3)cc21 (configuration not stated)
-4% | 3% | 20%[57.1 µM] | -4% | 474%[activator] | 6% | -18% | 27% | 0% | O=C(/C=N/O)Nc1ccc2sc3ccccc3c2c1
-36% | -8% | -7% | -4% | 0% | 0% | ? | 3% | -12% | CSc1nc2ccc(Nc3nc(N4CCOCC4)nc(N4CCOCC4)n3)cc2s1
-19% | -2% | 19%[57.1 µM] | 0% | ? | -4% | -28% | -24% | 15% | NC(=O)c1c(NC(=O)CS(=O)(=O)c2ccc(Cl)cc2)sc2c1CCCCC2
-12% | 1% | 6% | i | ? | -7% | 10% | 26% | -5% | Cc1ccc(S(=O)(=O)N(C)C)cc1NC(=O)COC(=O)CCCOc1ccccc1
